# RBX1-CUL1 inh: inhibitors of human ROC1-CUL1 ubiquitin ligase activity | hit rate 0.6% among 140,000 | P62877+Q13616 | AID 1347404 | inhibition, % at 10 µM | in vitro K48 di-Ub FRET, acceptor:donor ratio, 45 min; in the data active = inhibition above about 25%
# Target sequence (P62877 whole entry, looked up): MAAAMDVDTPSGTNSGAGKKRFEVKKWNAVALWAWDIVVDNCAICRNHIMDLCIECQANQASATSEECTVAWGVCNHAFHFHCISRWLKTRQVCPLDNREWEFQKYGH
# Target sequence (Q13616 whole entry, looked up): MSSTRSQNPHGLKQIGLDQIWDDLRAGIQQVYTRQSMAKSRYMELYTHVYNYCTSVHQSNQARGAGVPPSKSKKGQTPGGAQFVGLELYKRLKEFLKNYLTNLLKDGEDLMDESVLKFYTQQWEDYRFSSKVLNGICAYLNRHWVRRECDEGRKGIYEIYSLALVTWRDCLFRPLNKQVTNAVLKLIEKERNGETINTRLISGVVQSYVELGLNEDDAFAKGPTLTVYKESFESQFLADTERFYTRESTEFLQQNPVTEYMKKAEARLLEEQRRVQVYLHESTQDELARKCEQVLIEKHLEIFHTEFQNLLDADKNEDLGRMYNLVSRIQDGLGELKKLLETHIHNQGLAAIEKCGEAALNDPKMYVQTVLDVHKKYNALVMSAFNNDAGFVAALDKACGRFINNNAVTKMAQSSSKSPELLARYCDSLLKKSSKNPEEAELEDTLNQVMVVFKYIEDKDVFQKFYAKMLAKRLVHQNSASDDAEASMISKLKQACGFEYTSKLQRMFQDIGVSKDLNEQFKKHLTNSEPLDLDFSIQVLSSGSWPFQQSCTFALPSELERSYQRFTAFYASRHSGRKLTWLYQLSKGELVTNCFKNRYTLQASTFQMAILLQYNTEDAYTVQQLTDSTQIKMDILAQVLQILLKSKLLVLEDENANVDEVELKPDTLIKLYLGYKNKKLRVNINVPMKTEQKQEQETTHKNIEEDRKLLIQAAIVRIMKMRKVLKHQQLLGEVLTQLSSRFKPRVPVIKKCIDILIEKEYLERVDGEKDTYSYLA
# The depositor's hits bear a star.
SMILES,RBX1-CUL1 inh
CC(=O)Oc1ccccc1-n1c(C)nc(=O)c(-c2ccccc2)c1C,5
Cn1cc(CC(=O)N2CCCC(c3cc(=O)[nH]cn3)C2)c2ccccc21 (stereo not given),4
Cc1ccc(C)c(OCCn2cc(C=C3C(=O)N(C)C(=S)N(C)C3=O)c3ccccc32)c1,9
Cn1c(=O)c2c(nc(N3CCCNCC3)n2Cc2ccc(F)cc2)n(C)c1=O,-3
COc1ccccc1C(=O)Nc1cc2c(cc1N1CCOCC1)n(C)c(=O)n2C,-5
CCOC(=O)C1=C(C)C2C3C(=O)N(c4ccc(CC)cc4)C(=O)C3C1(C)C1C(=O)N(c3ccc(CC)cc3)C(=O)C21 (stereo not given),-2
COc1cccc(OCc2nc3ccccc3n2C)c1,11
CSc1ccc(/C=N/Nc2ccc(Cl)nn2)cc1,0
COC(=O)CN1CCN(Cc2ccc(C)cc2)CC1,10
Cc1sc2ncn(/N=C/N(C)C)c(=O)c2c1-c1ccccc1,-6
COc1cc(NC(=O)CCC2CCCN(C(=O)C(=O)c3ccco3)C2)cc(OC)c1 (stereo not given),17
Cn1c(SCC(=O)Nc2ccc3nc(SCC(=O)Nc4ccccc4Cl)sc3c2)nc2sc3c(c2c1=O)CCCC3,5
COc1ccc(Cl)cc1NC(=O)NC(C)C(C)(C)C (stereo not given),-2
COc1ccc(Cl)cc1NC(=O)c1c(NC(=O)C(F)(F)F)sc2c1CCCCC2,-2
CC(C)c1nccn1Cc1cc(C(=O)N(C)CC2CCCN2C)n[nH]1 (stereo not given),13
COc1ccc(/C=C(/C#N)c2nc(-c3ccc(-c4ccccc4)cc3)cs2)cc1,0
CCn1cc(CN2Cc3cc(C)ccc3OC(c3ccsc3)C2)c(C)n1 (stereo not given),1
Nc1snc2ccc(Cl)cc12,-5
O=C1CC(=O)N(c2ccccc2)C(c2ccccc2)=C1C(=O)c1ccccc1,-4
CN(C)c1ccc(/C=N/NC(=O)c2cc(=O)[nH]c3ccccc23)cc1,2
Cc1cc([N+](=O)[O-])cc2c(N=Nc3ccccn3)c(O)n(C)c12,-13
COc1cc(C2C(C(=O)c3cc4ccccc4o3)C(=O)C(=O)N2Cc2ccco2)ccc1OCc1ccccc1 (stereo not given),-6
CC(C)c1ccc(CN2CCCC(O)(CN3CCN(C)CC3)C2=O)cc1 (stereo not given),2
CC(C)CC(=O)NC(NCc1cccnc1)C(Cl)(Cl)Cl (stereo not given),1
CN(C)S(=O)(=O)c1ccc(C(=O)C2C(=O)C(=O)N(Cc3cccnc3)C2c2cccnc2)cc1 (stereo not given),-5
Oc1ccc(-c2nc(-c3ccc(-c4ccccc4)cc3)c(-c3ccc(-c4ccccc4)cc3)[nH]2)cc1,-2
COC(=O)CC(NC1CCN(c2ccc(NC(=O)Cc3cccc(Cl)c3)cc2)CC1)C(=O)OC (stereo not given),8
COC(=O)C1=C(C(=O)OC)[C@@H](c2ccccc2)N(c2ccc(OC)cc2)[C@H]1c1ccccc1,-6
COc1ccc(/C=N/NC(=O)c2cccc(Br)c2)cc1Cl,-2
CC(C)(C)c1ccc(C2=N/C(=C\c3ccc(-c4ccccc4[N+](=O)[O-])o3)C(=O)O2)cc1,1
Cc1ccc(C)c(S(=O)(=O)N=C2C=CC(=O)c3ccccc32)c1,-8
O=C1Nc2ccccc2C1Cc1ccc(Br)cc1 (stereo not given),-1
CC(=O)Nc1ccc(NCc2nnc3n2CCCCC3)cc1,-2
CCOC(=O)c1c(-c2ccccc2)csc1NC(=O)c1cc(F)cc(F)c1,3
COc1ccc(C(C)C)cc1S(=O)(=O)NCCc1c(C)[nH]c2c(Cl)cccc12,-5
COc1ccc(-c2[nH]c(-c3cccc(OC)c3)nc2SCC(=O)Nc2ccc3c(c2)OCO3)cc1,1
O=C1CSC(c2ccc(Cl)cc2Cl)N1c1ccc(Cl)cc1 (stereo not given),10
COc1ccc(CC2c3cc(O)c(OC)cc3CC[N+]2(C)C)cc1O (stereo not given),2
CCOC(=O)/C(C#N)=N/Nc1c(Br)cc(Br)cc1Br,0
CCCn1c2ccccc2c2cnn(CC(=O)NCCc3ccccc3)c(=O)c21,-5
O=C1NC(=S)N=C1Cc1ccc(-c2cc(C(=O)O)ccc2Cl)o1,10
COc1ccc(CCNC(=O)CCCn2c(=O)c3ccccc3n(Cc3ccccc3)c2=O)cc1OC,7
O=c1c(Cl)c(SC(c2ccccc2)c2ccccc2)cnn1-c1ccccc1,-4
N#CC1C(=N)OC2=C(C(=O)CCC2)C1c1ccc(-c2ccc(Cl)cc2Cl)s1 (stereo not given),-3
Cc1ccccc1OC(=O)c1nc(SCc2ccccc2F)ncc1Cl,0
O=C(CSc1nc2ccccc2s1)Nc1cc(C(F)(F)F)ccc1Cl,8
Cc1nnn(SCC#CCSn2nnc(C)n2)n1,8
c1ccc2c(c1)CC(NCc1ccc3c(c1)CCO3)CO2 (stereo not given),-1
Cc1c(O)nc(Nc2nc3ccccc3o2)[nH]c1=O,7
COc1ccc2ccccc2c1C1NC(=S)N=C(C)C1C(=O)Nc1ccccc1C (stereo not given),-10
O=C(NCCc1ccccc1)N1C[C@H]2OC(=O)N(Cc3ccccn3)[C@H]2C1,2
CCOC(=O)c1c(NC(=O)CSc2ccccc2C(=O)O)sc(C)c1C,8
COc1ccc(Cl)cc1NC(=O)CCCn1c(C)c2cnn(-c3ccccc3)c(=O)c2c1C,-9
Nc1nc(CSc2nnnn2-c2ccccc2)nc(Nc2ccccc2)n1,1
Cc1ccc(C(=O)COc2ccc(NC(=O)c3ccccc3C)cc2)cc1,4
CC1Cc2cc(C(=O)N3CCOCC3)ccc2N1S(C)(=O)=O (stereo not given),-6
CCOc1ccc(S(=O)(=O)NC(CC)CC)cc1,-4
CN(Cc1cnccn1)C(=O)Nc1nnc(C(F)(F)F)s1,-8
CSc1ncc(C(=O)N2CCN(c3ccc(F)cc3)CC2)c(C)n1,-5
COC(=O)c1nnn(Cc2ccc(Cn3nnc(C(=O)OC)c3C(=O)OC)cc2)c1C(=O)OC,-2
# Other results follow:
SMILES,RBX1-CUL1 inh
CCn1nc(C)c(CCN(C)C(=O)Nc2cccc(Cl)c2C)c1C,-2
Cc1ccc(NC(=O)Cn2c(=O)n(CCCCC(=O)NCc3ccc4c(c3)OCO4)c(=O)c3ccccc32)cc1,0
CCc1ccc(NC(=O)Cn2ccn(-c3ccc(OC)cc3)c(=O)c2=O)cc1,10
COc1ccc(-c2nnc(SCC(=O)Nc3cccc(C)c3)s2)cc1,9
COc1ccccc1CNC(=O)CCn1c(=O)c2ccccc2n(CC(=O)Nc2ccc(C)cc2Cl)c1=O,-1
CCN(CC)S(=O)(=O)c1ccc(NC(=O)c2ccc(-c3ccccc3)cc2)cc1,2
CCCCN(CC)CCNC(=O)c1nn(C)c2c1CS(=O)(=O)c1ccccc1-2,-4
Cc1ccc2c(c1)CN(Cc1cccc(C)n1)CC(c1ccsc1)O2 (stereo not given),-3
Cc1ccc(/C=N/NC(=O)CSc2nc3ccccc3n2C)o1,0
CCOc1ccc(-c2cc(C)n3nc(C(=O)Nc4ccc(C(C)=O)cc4)cc3n2)cc1,6
CCOC(=O)c1nc2c(=O)n(C)c(=O)n(C)c2n(C)c1=O,-1
CCOC(=O)c1sc(C)c(C(N)=O)c1NC1=NCCCCC1,-1

# At a glance, three of the compounds above:
SMILES,RBX1-CUL1 inh
CC(=O)Oc1ccccc1-n1c(C)nc(=O)c(-c2ccccc2)c1C,5
Cn1cc(CC(=O)N2CCCC(c3cc(=O)[nH]cn3)C2)c2ccccc21 (stereo not given),4
Cc1ccc(C)c(OCCn2cc(C=C3C(=O)N(C)C(=S)N(C)C3=O)c3ccccc32)c1,9

# Further records
SMILES,RBX1-CUL1 inh
O=C1/C(=C/N(C(=O)c2ccccc2)c2ccccc2)Sc2ccccc21,-4
COC(=O)c1c(NC(=O)C(C)Oc2ccccc2F)sc(C(C)=O)c1C (stereo not given),-2
CC(=O)NC(=S)Nc1ccccc1Br,-1
O=C(c1ccncc1)N(c1ccc2oc3c(c2c1)CCCC3)S(=O)(=O)c1cccs1,7
Cc1nc(CNC(=O)c2cnc(N3CCN(C)CC3)nc2C)cc(=O)[nH]1,-1
COc1ccccc1NC(=O)Nc1ccnn1C1CCN(C(=O)Cc2ccncc2)CC1,-7
CSc1ccc(CN2CCCC(CCC(=O)N3CCOCC3)C2)cc1 (stereo not given),-1
CCOc1c(Br)cc(C(=O)O)cc1OCc1ccccc1,8
CCN(CC)CC(O)COc1cc(CNC2CCCC2)ccc1OC (stereo not given),6
COc1cc(CN2C[C@H](O)[C@@H](N3CCOCC3)C2)ccc1OCc1ccccc1,-6
C=CCn1c(CNc2ccccc2)nnc1SC(C)C(=O)N/N=C/c1ccc(N(C)C)cc1 (stereo not given),-1
Cc1ccccc1NC(=O)Cn1nnc(C(=O)NCc2cccs2)c1N,-4
Cc1nnc(Cl)c2ccccc12,-3
O=c1oc2ccccc2cc1-c1cn2cc(Cc3ccc(Cl)cc3)sc2n1,8
CCOc1ccccc1NC(=O)CC1C(=O)Nc2ccccc2N1S(=O)(=O)c1ccc(C)cc1 (stereo not given),2
COc1cccc(CN2CCCC3(CCN(C(=O)c4n[nH]c5c4CCC5)C3)C2=O)c1 (stereo not given),10
O=c1c2c3c(sc2nc2n1CCCCC2)CCCC3,-10
CCC1c2cccn2CCN1C(=O)Cn1ncc(N(C)C)cc1=O (stereo not given),7
Cc1ccc(/C=C/c2nc3ccccc3s2)s1,-13
COc1ccc(-n2cnc3cc(C(=O)NC4CCCC4)ccc32)cc1,6
COc1cccc(CN2CCCC3(CCN(C(=O)CNC(N)=O)C3)C2)c1OC (stereo not given),4
O=C(c1ccc2c(c1)N(Cc1ccccc1)C(=O)c1ccccc1S2(=O)=O)N1CCN(Cc2ccccc2)CC1,3
CCc1ccccc1NC(=O)CC1Nc2ccccc2NC1=O (stereo not given),3
Cc1ccc(CNC(=O)CCN2C(=O)C(C)Oc3ccc(C)cc32)cc1 (stereo not given),4
CCCCCSc1nnc2c(n1)OC(c1cc(Cl)ccc1OC)N(C(C)=O)c1ccccc1-2 (stereo not given),2
Cc1[nH]nc2c1C(c1c(C)c([N+](=O)[O-])c(C)c([N+](=O)[O-])c1C)C(C#N)C(=N)O2 (stereo not given),-4
COc1ccccc1N1C(=O)C(=O)N(C)C1=O,-3
COc1ccc(CCNCc2c(C(=O)O)c(C)n(Cc3cccc(Cl)c3)c2C)c(OC)c1OC,-5
Cc1sc(C2=CC3C(=O)CC(c4ccccc4)CC3=NC2=O)nc1-c1ccc(Cl)cc1 (stereo not given),-11
O=C(O)c1ccc(Cn2cc(Cl)c([N+](=O)[O-])n2)cc1,-11
Cc1cccc(C)c1OCC(=O)Nc1nccs1,8
Cc1c(CCC(=O)NCCc2ccccc2F)c(=O)oc2cc(O)ccc12,5
Cc1ccc2oc(=O)n(CCOc3ccccc3)c2c1,4
CSc1ccc(C2Oc3nc(SC)nnc3-c3ccccc3N2C(C)=O)cc1 (stereo not given),-9
CCNC(=O)c1c(NC(=O)Cc2coc3cc(C)cc(C)c23)sc2c1CCCC2,-13
CN1CCN(C(=O)C2c3ccccc3C=Cc3ccccc32)CC1,-1
CC(=O)N1CCCc2cc(S(=O)(=O)N3CCC(C(=O)Nc4ccc(C)cc4Cl)CC3)ccc21,-6
COc1cccc(-c2noc3c2CN(C2CCCCC2)CC3)c1,9
COc1ccc(-n2nnnc2-c2c[nH]c3ccc(Cl)cc23)cc1,2
Cc1ccc(/C=N\NC(=O)c2ccccc2N)o1,0
CC(=O)c1c(C)nc(N2CCOCC2)nc1C,2
Cc1cc(C)cc(NC(=O)Cn2nc(N3CCN(c4ccccc4)CC3)ccc2=O)c1,6
CCOC(=O)c1ccc(N2C(=O)c3n[nH]c(-c4ccco4)c3C2c2ccc(O)c(OC)c2)cc1 (stereo not given),-6
CC(=O)c1c(O)c(C(C)=O)c(O)c(C(C)=O)c1O,2
O=S(=O)(Cc1cccc(Cl)c1)NC1CCCC1,3
Cc1cccc(C(=O)n2nc(-c3cccnc3)nc2NCc2ccccc2)c1,8
CCOC(=O)c1[nH]c2ccc(OC)cc2c1NC(=O)CNC,-14
CCCc1cc(C(=O)OC)c(NC(=O)c2ccncc2)s1,-5
CCOc1cc(CNCC2CCNCC2)cc(Cl)c1OC,4
Cc1cc(NC(=O)C2CC3CCC2C3)no1 (stereo not given),3
Cc1ncc(CNCc2cccnc2Oc2ccccc2C)cn1,5
OCc1cnc(SCc2ccccc2F)n1Cc1ccc(F)cc1,2

# Grouped by structure: the entries above with an aryl thioether with sulfur outside any ring
SMILES,RBX1-CUL1 inh
CSc1ccc(/C=N/Nc2ccc(Cl)nn2)cc1,0
Cn1c(SCC(=O)Nc2ccc3nc(SCC(=O)Nc4ccccc4Cl)sc3c2)nc2sc3c(c2c1=O)CCCC3,5
COc1ccc(-c2[nH]c(-c3cccc(OC)c3)nc2SCC(=O)Nc2ccc3c(c2)OCO3)cc1,1
O=c1c(Cl)c(SC(c2ccccc2)c2ccccc2)cnn1-c1ccccc1,-4
Cc1ccccc1OC(=O)c1nc(SCc2ccccc2F)ncc1Cl,0
O=C(CSc1nc2ccccc2s1)Nc1cc(C(F)(F)F)ccc1Cl,8
CCOC(=O)c1c(NC(=O)CSc2ccccc2C(=O)O)sc(C)c1C,8
Nc1nc(CSc2nnnn2-c2ccccc2)nc(Nc2ccccc2)n1,1
CSc1ncc(C(=O)N2CCN(c3ccc(F)cc3)CC2)c(C)n1,-5
COc1ccc(-c2nnc(SCC(=O)Nc3cccc(C)c3)s2)cc1,9
Cc1ccc(/C=N/NC(=O)CSc2nc3ccccc3n2C)o1,0
CSc1ccc(CN2CCCC(CCC(=O)N3CCOCC3)C2)cc1 (stereo not given),-1
C=CCn1c(CNc2ccccc2)nnc1SC(C)C(=O)N/N=C/c1ccc(N(C)C)cc1 (stereo not given),-1
CCCCCSc1nnc2c(n1)OC(c1cc(Cl)ccc1OC)N(C(C)=O)c1ccccc1-2 (stereo not given),2
CSc1ccc(C2Oc3nc(SC)nnc3-c3ccccc3N2C(C)=O)cc1 (stereo not given),-9
OCc1cnc(SCc2ccccc2F)n1Cc1ccc(F)cc1,2

# These rows are one share of the data, so the mix of outcomes need not match the whole.
